Source: PubChem
Jurkat NFkB inh – lowers PMA/ionomycin-induced NF-kB signal in Jurkat cells. PMA/ionomycin-induced NF-kB luciferase reporter, luminescence. AID 435003. inhibition, % at 4 µM. 0.53% of 330,000 active
UBC13 polyUb – human UBC13 polyubiquitination inhibition | P61088 | UBC13 polyubiquitin chain formation, TR-FRET | inhibition, % at 20 µM | 0.47% of 330,000 active; in the data active means inhibition above about 45%, passing the limit was not always enough
Target sequence (P61088 whole entry, looked up): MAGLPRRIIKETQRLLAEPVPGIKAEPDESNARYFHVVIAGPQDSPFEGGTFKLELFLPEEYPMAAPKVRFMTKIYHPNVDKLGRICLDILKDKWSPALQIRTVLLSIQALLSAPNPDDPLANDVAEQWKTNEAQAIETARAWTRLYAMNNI
Apaf1 inhib – inhibitors of human Apaf-1 apoptosome; O14727; reconstituted apoptosome caspase-3 activity, DEVD-Rh110 fluorescence; inhibition, % at 20 µM; 0.71% of 330,000 active; AID 489030; active means inhibition of at least 40% at 20 µM;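 further: plate controls were DMSO wells for no effect and DEVD-CHO caspase inhibitor wells for full effect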
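Medium: Hepes buffer, pH 7.5 / System: biochemical Apaf-1 apoptosome reconstitution / Measured by: Rh110 fluorescence, excitation 480 nm, emission 540 nm / Times: compound with Apaf-1, dATP, procaspase-3 30 min, then 50 min reaction, room temperature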
SENP8 block – blocks the human protease SENP8. purified SENP8, Z-RLRGG-aminoluciferin cleavage, luminescence. inhibition, % at 10 µM. 1.2% of 330,000 active
HKDC1 inhibitor – inhibitors of human hexokinase HKDC1; 0.16% of 340,000 active; recombinant HKDC1, G6PDH/diaphorase resazurin coupled fluorescence; inhibition, % at 20 µM; Q2TB90;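 active means inhibition above about 35% when tested at 20 µM, limit read from the data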;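 further: plate controls were DMSO wells with enzyme for no effect and DMSO wells lacking enzyme for full effect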
Target sequence (Q2TB90 whole entry, looked up): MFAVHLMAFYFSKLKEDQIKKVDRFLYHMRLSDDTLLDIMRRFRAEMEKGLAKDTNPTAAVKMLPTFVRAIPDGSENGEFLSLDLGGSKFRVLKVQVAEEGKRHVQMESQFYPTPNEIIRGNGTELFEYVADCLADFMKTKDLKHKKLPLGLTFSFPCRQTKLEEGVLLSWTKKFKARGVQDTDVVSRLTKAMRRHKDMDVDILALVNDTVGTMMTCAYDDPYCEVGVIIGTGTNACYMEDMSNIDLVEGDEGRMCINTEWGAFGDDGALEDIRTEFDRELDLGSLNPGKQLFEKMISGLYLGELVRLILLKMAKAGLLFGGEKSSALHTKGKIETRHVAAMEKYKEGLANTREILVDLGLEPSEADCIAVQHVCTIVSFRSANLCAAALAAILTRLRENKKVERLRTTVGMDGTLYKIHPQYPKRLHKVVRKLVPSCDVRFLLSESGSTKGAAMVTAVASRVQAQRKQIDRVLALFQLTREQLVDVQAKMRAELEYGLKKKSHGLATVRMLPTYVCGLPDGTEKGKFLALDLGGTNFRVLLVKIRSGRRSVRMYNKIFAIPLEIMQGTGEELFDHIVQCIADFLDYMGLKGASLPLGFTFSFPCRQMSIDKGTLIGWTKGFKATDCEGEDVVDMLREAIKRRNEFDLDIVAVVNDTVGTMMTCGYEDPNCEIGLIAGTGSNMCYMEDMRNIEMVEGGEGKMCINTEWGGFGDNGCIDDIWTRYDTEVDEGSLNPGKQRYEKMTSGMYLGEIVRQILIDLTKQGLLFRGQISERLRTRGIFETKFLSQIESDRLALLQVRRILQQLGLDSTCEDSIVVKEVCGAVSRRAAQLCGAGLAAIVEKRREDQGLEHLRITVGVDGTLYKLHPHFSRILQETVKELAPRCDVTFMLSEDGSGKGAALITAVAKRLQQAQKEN
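Material – in-house recombinant HK5 (HKDC1) enzyme · Quantity – HKDC1 at 5 µg/mL · Buffer or medium – pH 8.0 Tris buffer with 10 mM MgCl2 · Reagent – glucose with 1 mM ATP · Dosing – single 20 µM dose · Times – reaction time 90 min, room temperature, protected from light · Technique – resorufin fluorescence at 613 nm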
697 NFkB inh – inhibitors of the PMA/ionomycin-induced NF-kB reporter in 697 B cells; 697 B-cell NF-kB luciferase reporter, 16 h; 0.33% of 330,000 active; inhibition, % at 4 µM; in the data active means inhibition above about 35%
SENP7 inh – blocks the human protease SENP7 | recombinant SENP7, Z-RLRGG-aminoluciferin luminescence, 40 min | inhibition, % at 5 µM | 1.5% of 330,000 active;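 active means inhibition above about 50% at the single test dose, limit read from the data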;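 further: plate controls were DMSO with enzyme for no effect and no enzyme buffer wells for full effect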
Gli-Sufu antag – blocks Gli-Sufu signaling in a luciferase reporter. inhibition, % at 5 µM. 0.74% of 340,000 active. Sufu-KO-LIGHT fibroblasts, Gli luciferase reporter luminescence. AID 588413;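 active means inhibition above about 55%, limit read from the data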;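 further: 0% = DMSO-treated cells and 100% = wells with medium but no cells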
* = called active by the depositor; / = not tested or not shown. Unless noted, no stated cut-off is given here; in the data, active means inhibition above about 50%; inactive means the rest.

SMILES | Jurkat NFkB inh | UBC13 polyUb | Apaf1 inhib | SENP8 block | HKDC1 inhibitor | 697 NFkB inh | SENP7 inh | Gli-Sufu antag
O=C(Cc1ccc(F)cc1)Nc1nc(-c2ccc(F)c(F)c2)cs1 | 12 | 6 | 17 | 5 | -2 | 9 | 2 | /
O=C(O)/C=C\C(=O)Nc1ccc(F)c(F)c1F | -18 | 0 | -25 | 4 | -3 | -8 | 6 | 8
O=C(COC(=O)/C=C/c1ccc(Cl)cc1)NC1CC1 | 6 | 3 | -6 | 4 | -4 | 10 | 1 | 1
CCc1ccc(-n2c(SCC(=O)c3ccc4c(c3)NC(=O)CO4)nc3ccccc3c2=O)cc1 | -8 | -20 | 4 | -7 | -2 | -50 | -1 | 38
CC1=C(C(=O)OC(C)C)C(c2cccc(F)c2)n2ncnc2N1 (centres undefined) | 7 | 7 | 0 | 8 | -3 | 1 | 6 | 1
CCOc1ccc(C(=O)Nc2nc(C)cc(C)n2)cc1[N+](=O)[O-] | 0 | -5 | -17 | -6 | -10 | 20 | -2 | 0
O=C(O)CC(NC(=O)OCc1ccccc1)c1ccc(Br)cc1 (centres undefined) | 3 | -5 | -2 | -10 | 0 | -27 | -10 | 0
COc1cccc(C(=O)N2CCN(C(=O)c3cccc(F)c3)CC2)c1 | 5 | -10 | 7 | -12 | -2 | -4 | -9 | 1
CCOC(=O)c1c(C)[nH]c(C(=O)COC(=O)CNC(=O)c2ccc(Cl)cc2)c1C | -3 | -8 | 23 | -8 | 1 | -14 | -9 | -7
COc1cccc(N2[C@@H](CC(C)=O)c3ccccc3S2(=O)=O)c1 | -1 | 1 | -2 | 5 | -7 | 16 | -1 | -1
Cc1ccc2c(COC(=O)CNC(=O)c3ccco3)cc(=O)oc2c1C | -10 | -10 | 8 | -25 | 2 | -15 | -13 | -7
O=C(Nc1ccc(F)cc1F)NC1CCN(Cc2c(F)cccc2Cl)CC1 | 6 | -9 | -7 | -2 | -6 | 3 | -9 | 3
Cc1ccccc1OCC(O)CN1CCCCC1 (centres undefined) | 9 | 0 | -2 | -7 | -8 | 6 | 5 | -4
O=C1C2C3CC(C(Br)C3Br)C2C(=O)N1c1nccs1 (centres undefined) | 9 | -1 | -6 | -5 | 2 | 18 | 0 | 8
CC(C)CCNC(=O)c1cc(S(=O)(=O)N2CCCCC2)ccc1N1CCOCC1 | 4 | -10 | 9 | -3 | -3 | 17 | -4 | -2
Cc1ccc(CNC(=O)C2CCCN(S(=O)(=O)c3cccnc3)C2)cc1 (centres undefined) | -2 | 3 | -7 | 3 | -5 | -4 | 5 | 4
CCOc1ccc(C(=O)Nc2ccc(NC(=O)c3ccccc3)c(C)c2)cc1[N+](=O)[O-] | -6 | -4 | -1 | -12 | 6 | -45 | -21 | -8
Cc1cccc(N2C(=O)N3[C@H](c4ccc(F)cc4)[C@@H]4C(=O)N(C5CCCCC5)C(=O)[C@@H]4[C@]3(Cc3ccccc3)C2=O)c1 | 11 | -5 | 3 | 4 | 5 | 9 | 4 | -3
CCOc1ccccc1OCC(O)CNC (centres undefined) | 17 | 1 | -21 | 0 | -7 | 25 | -8 | 3
CCN(CC(=O)Nc1c(F)cccc1F)C(=O)CNC(=O)c1cccc(C)c1 | -6 | 7 | -1 | 8 | -1 | 6 | 2 | 23
Cc1c(NC(=O)CN(C)CC(=O)Nc2ccc(F)c(F)c2F)c(=O)n(-c2ccccc2)n1C | 4 | -6 | -3 | -5 | -1 | -13 | -4 | -8
COc1cccc(CNC(=O)C(NS(=O)(=O)c2ccc3c(c2)CCN3C(C)=O)C(C)C)c1 (centres undefined) | -6 | -11 | -10 | 1 | -4 | -11 | 0 | 61*
COC(=O)C(NC(=O)c1ccccc1)=C(C)C | 6 | 1 | -3 | 5 | -6 | 7 | -6 | 2
Cc1cc(Cl)ccc1C(=O)C1CCCN(C(=O)c2cnn(C(C)C)c2)C1 (centres undefined) | 5 | -4 | 3 | 12 | 1 | 4 | -1 | -6
Cc1ccc(-c2csc3ncnc(SCc4ccc(C(=O)O)cc4)c23)cc1 | 26 | -9 | 19 | 19 | 2 | 7 | 1 | 1
C/C(=N\Nc1nc2c(s1)CCCC2)c1ccccc1 | -145 | 3 | 33 | 5 | 10 | -154 | -3 | -100
CCCNC(=O)c1onc(CSc2ccc(F)cc2)c1C(=O)NC(C)C | -3 | 7 | -10 | 2 | 0 | 3 | 4 | -4
COC(CNC(=O)CCc1c(C)nc2c(-c3ccccc3)c(C)nn2c1C)OC | 11 | -9 | 3 | -3 | -3 | 6 | 6 | 4
CCCNC(=O)COC(=O)c1ccc(S(=O)(=O)N2CCCC2)cc1 | -5 | 8 | -2 | -1 | -9 | 15 | -2 | 3
CCOc1ccc2oc(C(=O)OCC(=O)NC3CCCCC3)c(C)c2c1 | 4 | 8 | 15 | -10 | -4 | -2 | 6 | -4
COc1ccc(C(CC(=O)O)NC(=O)C(c2ccccc2)c2ccccc2)cc1 (centres undefined) | -3 | -1 | -2 | 3 | -1 | 10 | 0 | 10
O=[N+]([O-])c1cc(-c2nc(-c3ccncc3)no2)ccc1Cl | 7 | -4 | 20 | 0 | -1 | 2 | -16 | -15
CC1Sc2ccc(S(=O)(=O)N3CCC(C(=O)N4CCN(C)CC4)CC3)cc2NC1=O (centres undefined) | -11 | -12 | -2 | -5 | -3 | -48 | -22 | 46
CCSc1nnc(-c2cccnc2)n1Cc1ccco1 | -5 | 2 | -18 | 5 | -4 | 24 | -1 | -2
CN(c1cccc(NC(=O)COc2ccc(Cl)cc2Cl)c1)S(C)(=O)=O | -51 | -4 | 14 | -4 | -1 | -7 | 2 | 0
Cc1cc(=O)c(C(=O)O)nn1-c1ccc(Cl)cc1 | 4 | 3 | -19 | 2 | -3 | 23 | 0 | -3
O=C(NCCN1CCOCC1)C1CC(=O)N(c2cccc(C(F)(F)F)c2)C1 (centres undefined) | 9 | -3 | -5 | -3 | -4 | -9 | 1 | 0
COc1ccccc1NC(=O)c1ccc(N2CC3CC(C2)c2cccc(=O)n2C3)c(NC(=O)c2cccnc2)c1 (centres undefined) | -13 | -4 | 13 | -17 | -3 | -30 | 70* | 12
COc1cc(/C=N/O)ccc1Oc1ccc([N+](=O)[O-])cc1[N+](=O)[O-] | -8 | -3 | 15 | 5 | -10 | -15 | 12 | -23
CC1CCCC(C)N1CCCNC(=O)CN1C(=O)COc2ccc(S(=O)(=O)N3CCOCC3)cc21 (centres undefined) | -7 | -2 | 1 | -14 | -7 | 0 | 40 | -2
COc1cccc(CNC(=O)c2ccc(OC)c(S(=O)(=O)NC3CCCC3)c2)c1 | 11 | 2 | 0 | -11 | 0 | 5 | -11 | -4
CCC1Oc2ccc(C)cc2N(CC(=O)NCCc2ccc(OC)c(OC)c2)C1=O (centres undefined) | -8 | 5 | 4 | -5 | 1 | 0 | 5 | 0
N#C/C(=C\c1ccccc1)C(=O)NCCN1CCOCC1 | 7 | -21 | -1 | -7 | -4 | 1 | 5 | 2
Cc1cc(C(F)(F)F)n2ncc(-c3ccc(F)cc3)c2n1 | -8 | 5 | 0 | 4 | -3 | 17 | -1 | -1
Cc1noc(C)c1CSCC(=O)N(C)CC(=O)Nc1ccc(Cl)c(C(F)(F)F)c1 | 23 | -1 | -2 | 0 | -1 | 22 | 2 | 10

Laid out differently: 3 of the compounds above
| canonical_smiles | Jurkat NFkB inh | UBC13 polyUb | Apaf1 inhib | SENP8 block | HKDC1 inhibitor | 697 NFkB inh | SENP7 inh | Gli-Sufu antag |
| --- | --- | --- | --- | --- | --- | --- | --- | --- |
| O=C(NCCN1CCOCC1)C1CC(=O)N(c2cccc(C(F)(F)F)c2)C1 (centres undefined) | 9 | -3 | -5 | -3 | -4 | -9 | 1 | 0 |
| COc1ccccc1NC(=O)c1ccc(N2CC3CC(C2)c2cccc(=O)n2C3)c(NC(=O)c2cccnc2)c1 (centres undefined) | -13 | -4 | 13 | -17 | -3 | -30 | 70* | 12 |
| COc1cc(/C=N/O)ccc1Oc1ccc([N+](=O)[O-])cc1[N+](=O)[O-] | -8 | -3 | 15 | 5 | -10 | -15 | 12 | -23 |

Additional records:
SMILES | Jurkat NFkB inh | UBC13 polyUb | Apaf1 inhib | SENP8 block | HKDC1 inhibitor | 697 NFkB inh | SENP7 inh | Gli-Sufu antag
CCOC(=O)c1sc(Nc2ccc(C)cc2C)nc1C | -23 | 9 | 33 | -18 | 1 | -20 | -12 | -5
COc1ccc(C(C(=O)NC2CCCC2)N(C(=O)c2snc(C(N)=O)c2N)C2CCCC2)cc1OC (centres undefined) | -10 | -4 | 6 | -12 | -7 | 5 | -7 | 15
Cc1cccc(NC(=S)N=Nc2c(O)n(CN3CCOCC3)c3ccccc23)c1C | 11 | 30 | 12 | 6 | 5 | 18 | -6 | 2
CC(C)NC(=O)NC(=O)COC(=O)Cc1ccsc1 | -10 | 2 | -4 | -4 | -5 | 13 | 7 | -3
COc1ccccc1/C=C1\SC(=S)N(CCC(=O)Nc2cccc(O)c2)C1=O | -12 | -7 | 14 | 8 | 2 | 35* | 0 | 20
O=C(c1ccco1)N1CCN(c2ccnc3cc(Cl)ccc23)CC1 | 10 | -22 | 6 | -6 | 0 | 28 | -2 | 54
Cc1nc(-c2ccc(S(=O)(=O)NCc3ccccn3)s2)cs1 | -2 | -3 | -7 | 0 | 2 | 2 | -3 | -2
CCOC(=O)C(=O)N1c2ccccc2C(N(C(=O)C(=O)OCC)c2ccccc2)CC1C (centres undefined) | -1 | 4 | -1 | 1 | 0 | 6 | 5 | 4
COc1ccccc1-c1c(C)[nH]n2c(=O)c(Cc3ccccc3)c(C)nc12 | 4 | 8 | 2 | 4 | -1 | 18 | -1 | 10
CCCc1nc2ccccc2c(=O)n1/N=C/c1ccc(O)cc1O | 6 | 1 | 0 | -5 | -1 | 10 | 1 | -23
O=C(CSc1nc(C2CC2)nc2ccccc12)Nc1ccc2c(c1)OCCO2 | 25 | -5 | 7 | 3 | 4 | -27 | -3 | -5
Cc1cc(C(=O)C(C)OC(=O)c2ccc(NC(=O)CC#N)cc2)c(C)n1-c1ccc(OC(F)F)cc1 (centres undefined) | 8 | -17 | 7 | -7 | -4 | -10 | 10 | 29
COc1ccc(S(=O)(=O)N(C)CC(=O)NCc2cccnc2)cc1C | -1 | 2 | 12 | 1 | -2 | 1 | 11 | -2
CCn1c(-c2cccnc2Cl)nc2ccccc21 | -4 | -16 | 4 | 1 | 0 | -30 | 0 | 8
O=C1C=CC(=O)N1c1ccc(O)cc1 | -4 | 1 | -25 | 6 | -3 | -21 | 1 | 9
C=CCN1C(=O)/C(=C/c2ccc(O)cc2)S/C1=N/c1nccs1 | -7 | -24 | -3 | 3 | 12 | -8 | -1 | -1
COc1cccc(-c2nn(Cc3ccccc3)cc2CO)c1 | -9 | 2 | 3 | -3 | -2 | -16 | 2 | -24
C/C(=N\NC(=O)CSCc1ccc([N+](=O)[O-])cc1)c1ccccc1O | -5 | 84* | 8 | 0 | -16 | 4 | -3 | 1
O=C(O)CCc1ccccc1OC(=O)c1ccccc1 | -1 | 9 | -25 | 1 | 0 | 3 | -4 | 45
CCOC(=O)[C@@H]1[C@H]2COc3cc(OC)ccc3[C@H]2N2C(=O)N(c3ccc(F)cc3)C(=O)[C@]12C | 12 | 54* | 1 | -2 | -2 | 6 | -1 | 0
COC(=O)c1sc(N)c(C(=O)OC)c1COC(=O)CNS(=O)(=O)c1ccc(C)c(C)c1 | 10 | 0 | 1 | 2 | 4 | 2 | -1 | -19
CCOc1ccccc1N1CCN(C(=O)c2cc3c(s2)CCC3)CC1 | 24 | 8 | 16 | -9 | -3 | 7 | 4 | 1

3 of the entries above in order of the 697 NFkB inh value, rising:
canonical_smiles,Jurkat NFkB inh,UBC13 polyUb,SENP8 block,HKDC1 inhibitor,697 NFkB inh,SENP7 inh
C=CCN1C(=O)/C(=C/c2ccc(O)cc2)S/C1=N/c1nccs1,-7,-24,3,12,-8,-1
COC(=O)c1sc(N)c(C(=O)OC)c1COC(=O)CNS(=O)(=O)c1ccc(C)c(C)c1,10,0,2,4,2,-1
CCOC(=O)[C@@H]1[C@H]2COc3cc(OC)ccc3[C@H]2N2C(=O)N(c3ccc(F)cc3)C(=O)[C@]12C,12,54*,-2,-2,6,-1
